# CHT block – inhibitors of human choline transporter CHT | CHT-expressing cells, membrane potential dye, choline response; stronger effect = lower value | B-score at 10 µM | 310,000 tested, 0.86% active | AID 488975;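 active means B-score over 3 SD under the library average, and starting fluorescence ratio not unusually high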;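 further: choline stimulus applied at its EC90 after an EC20 pre-addition; B-score computed on integrated fluorescence ratio after choline addition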
# Target sequence (Q9GZV3 whole entry, looked up): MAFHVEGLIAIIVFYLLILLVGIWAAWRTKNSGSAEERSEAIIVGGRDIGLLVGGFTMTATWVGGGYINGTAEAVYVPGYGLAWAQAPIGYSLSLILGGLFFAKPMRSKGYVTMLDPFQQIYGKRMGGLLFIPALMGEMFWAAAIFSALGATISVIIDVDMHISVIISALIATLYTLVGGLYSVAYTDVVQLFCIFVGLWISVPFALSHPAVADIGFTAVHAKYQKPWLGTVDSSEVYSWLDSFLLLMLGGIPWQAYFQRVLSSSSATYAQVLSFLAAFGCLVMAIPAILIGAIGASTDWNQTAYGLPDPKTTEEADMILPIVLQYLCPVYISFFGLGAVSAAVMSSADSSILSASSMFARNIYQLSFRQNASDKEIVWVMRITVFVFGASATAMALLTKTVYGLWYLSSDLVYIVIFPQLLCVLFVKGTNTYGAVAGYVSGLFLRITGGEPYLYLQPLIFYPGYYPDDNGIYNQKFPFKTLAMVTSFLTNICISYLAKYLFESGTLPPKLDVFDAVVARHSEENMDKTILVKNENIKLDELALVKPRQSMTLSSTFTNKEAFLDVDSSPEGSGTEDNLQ
# KCNQ2 block – KCNQ2 channel blockers in CHO-K1 cells – cell-based, FluxOR thallium flux, B-score, primary screen (AID 2156). 310,000 tested, 1.1% active. 20 min; stronger effect = lower value. B-score at 10 µM. O88943;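 active means fluorescence ratio B-score at most minus 3 library SDs, with starting brightness B-score within 2 library SDs, cut at about -5.5 in these data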
# Starred values were filed as active, the others as inactive; i = inactive; / = not tested or not shown.
no.	mol	KCNQ2 block	CHT block
1	CCOC(=O)c1cnc2c(cnn2C)c1NCCC#N	i	i
2	COCCOC(=O)c1c(C)n(C)c2ccc(OC(=O)c3ccccc3F)cc12	i	i
3	O=C(NCCCCc1ccccc1)C1CC(c2cccc([N+](=O)[O-])c2)=NO1 (stereo unspecified)	i	i
4	Cc1[nH][nH]c(=O)c1C(c1ccccc1[N+](=O)[O-])C(C#N)C#N (stereo unspecified)	i	i
5	CC(C)(O)P(C)(=O)c1ccccc1 (stereo unspecified)	i	i
6	Cc1cccc(NS(=O)(=O)c2cc(C(=O)NCCC3=CCCCC3)ccc2Cl)c1	i	i
7	O=C(Cc1nn[nH]n1)NCCC1=CCCCC1	i	i
8	Cc1ccccc1OCC(=O)Nc1ccncc1	i	i
9	CCOC(=O)c1cccnc1SCC(=O)NC(C)CC (stereo unspecified)	i	i
10	Cc1cc(C)nc(-n2nc(C)cc2NC(=O)CNC2CCCCC2)n1	i	i
11	CN(Cc1ccccc1)C(=O)CCNS(=O)(=O)c1ccc2c(c1)oc(=O)n2C	i	i
12	N#CCC(=O)Nc1ccc(C(=O)N2CCN(c3ccccn3)CC2)cc1	i	i
13	O=C1CCC(=O)N1CN(Cc1ccco1)CN1C(=O)CCC1=O	/	i
14	CC1(C)CC(CCN)(Cc2ccccc2Cl)CCO1 (stereo unspecified)	i	i
15	OCC[C@@H]1C[C@H](O)[C@@H](O)[C@@]2(CCc3ccccc3CO2)O1	i	i
16	N#CCC(=O)Nc1cc(C(F)(F)F)ccc1N1CCOCC1	i	i
17	COc1ccc(NC(=S)NC(C)c2ccncc2)cc1OC (stereo unspecified)	i	i
18	O=C(CSc1nnnn1C1CCCC1)Nc1ccccc1N1CCOCC1	i	i
19	CCc1nnc(NC(=O)CSc2nnc(-c3ccc(S(=O)(=O)N4CCCC4)cc3)n2CC)s1	i	i
20	O=C(Nc1cccc2ccccc12)C(=O)C1C(=O)Nc2ccccc21 (stereo unspecified)	i	i
21	O=C(O)c1ccc(-c2nnc(-c3ccccc3)o2)cc1	i	i
22	CCOc1ccc2[nH]c(=O)c(CN(Cc3nnnn3Cc3ccccc3)CC3CCCO3)cc2c1 (stereo unspecified)	i	i
23	C/C(=N/OC(=O)c1ccc(C)cc1)C(=O)c1ccc(Br)cc1	i	i
24	CCN(CC)c1ccc(/C=C2\C(=O)N(c3nnc(C)c(=O)[nH]3)N=C2C)cc1	i	i
25	Cc1noc(C)c1CCC(=O)N1CCCC(N2CCN(c3ccc(F)cc3)CC2)C1 (stereo unspecified)	i	i
26	CCOc1ccc(CCNC(=O)c2ccc(N3CCCC3=O)cc2)cc1OCC	i	i
27	CCOC(=O)N1CCC(N2CCCC(CO)(Cc3ccccc3C)C2)CC1 (stereo unspecified)	i	i
28	COc1cccc(-c2nnc(SCCOc3ccc4c(C)cc(=O)oc4c3)o2)c1	i	i
29	O=C(NCCn1cccn1)c1ccc(OC2CCN(C(=O)C3CC3)CC2)cc1	i	-10.5*
30	COc1cccc(CN(C)C(=O)C2CCC(=O)N(Cc3cccc(F)c3)C2)c1 (stereo unspecified)	i	i
31	O=C(NC(=S)Nn1cnnc1)c1ccc(F)cc1Cl	i	i
32	COc1ccc(C(=O)Nc2cccnc2Sc2ccc(Cl)cc2)cc1	i	i
33	CCOc1ccc(N2CC(C(=O)Nc3nnc(Cc4ccc(OC)cc4)s3)CC2=O)cc1 (stereo unspecified)	i	i
34	O=C(Nc1ccc(S(=O)(=O)N2CCOCC2)cc1)c1nn(-c2ccc(F)cc2)ccc1=O	i	i
35	Cc1ccc(C(=O)Nc2nnc(S(=O)(=O)Nc3ccccc3C)s2)cc1C	i	i
36	COc1ccc(NC(=O)CN2CCc3ccccc3C2)cc1S(=O)(=O)N1CCOCC1	i	i
37	Cc1ccc(S(=O)(=O)N(C)/N=C/C=C/c2ccccc2)cc1	i	i
38	CC(=O)N1CCOc2ccc(S(=O)(=O)Nc3ccc(Cl)cn3)cc21	i	i
39	CN(C)C(=O)Cn1c(=O)n(C)c2ccccc21	i	i
40	Cc1cc(C(=O)COC(=O)c2ccc(Br)o2)c(C)n1Cc1ccco1	i	i

# 6 structures out of the list, sorted by length of the SMILES, smallest number first:
no.	mol	KCNQ2 block	CHT block
39	CN(C)C(=O)Cn1c(=O)n(C)c2ccccc21	i	i
31	O=C(NC(=S)Nn1cnnc1)c1ccc(F)cc1Cl	i	i
32	COc1ccc(C(=O)Nc2cccnc2Sc2ccc(Cl)cc2)cc1	i	i
36	COc1ccc(NC(=O)CN2CCc3ccccc3C2)cc1S(=O)(=O)N1CCOCC1	i	i
33	CCOc1ccc(N2CC(C(=O)Nc3nnc(Cc4ccc(OC)cc4)s3)CC2=O)cc1 (stereo unspecified)	i	i
34	O=C(Nc1ccc(S(=O)(=O)N2CCOCC2)cc1)c1nn(-c2ccc(F)cc2)ccc1=O	i	i

# The list continues:
no.	mol	KCNQ2 block	CHT block
41	Cc1cc(Nc2ccc(Cl)cc2)nc(-c2ccccc2O)n1	i	i
42	C/C(Cn1cnc([N+](=O)[O-])n1)=N\NC(=O)c1cccnc1	i	i
43	COc1ccc(-c2cc(-c3ccc(O)cc3)nc(N)c2C#N)cc1	i	i
44	CCOC(=O)C1CCN(C2=NC(=O)/C(=C/c3ccc(Cl)cc3)S2)CC1	i	i
45	COc1cccc(-c2cc(C(F)(F)F)nc(-n3cc(Cl)cn3)n2)c1	i	i
46	Cc1ccc(/C=C/S(=O)(=O)NCC(=O)OCC(=O)Nc2ccc(C(N)=O)cc2)cc1	i	i
47	Cc1nc2ccccc2n1CCc1nc2c3ccccc3nc(SCC#N)n2n1	i	i
48	CC(CN1C(C)CCCC1C)OC(=O)c1ccc(Cl)cc1 (stereo unspecified)	i	i
49	COC(=O)c1ccc(C(=O)NN)cc1	i	i
50	O=C(CN1CCOCC1)N1CCCc2c1c(=O)oc1ccc(OCc3ccccc3)cc21	i	i
51	Cc1cc(/C=C\c2ccc3cc(N(C)C)ccc3[n+]2C)c(C)n1-c1ccccc1	/	i
52	CCCCCCN=CC1=C(O)C(C(=O)OC)C(C)(C)CC1=O (stereo unspecified)	i	i
53	O=C(NCCC1=CCCCC1)C(=O)NCc1ccccc1Cl	i	i
54	Cc1onc(-c2ccccc2Cl)c1C(=O)NCc1nnnn1-c1ccc(F)cc1	i	i
55	Cc1cccc(C(=O)c2c(N)sc3c2CCCC3)c1	i	i
56	COc1ccc(C2CC(=O)c3cnc(NC(=O)c4ccccc4)nc3C2)c(OC)c1 (stereo unspecified)	i	i
57	O=C(/C=C/c1cccc(F)c1)OCC(=O)N1CCCc2ccccc21	i	i
58	O=C(CCNC(=O)c1ccc([N+](=O)[O-])cc1)NCCC1=CCCCC1	i	i
59	O=c1ccnc(Sc2ncccc2[N+](=O)[O-])[nH]1	i	i
60	S=c1[nH]nc(Cc2n[nH]c(=S)n2-c2ccccc2)n1-c1ccccc1	i	i
61	COc1cccc(NC(=O)CSc2ccc(-c3sc(C)nc3C)nn2)c1	i	i
62	CC(Oc1cc2oc(=O)c3c(c2cc1Cl)CCC3)C(=O)N1C[C@H]2C[C@@H](C1)c1cccc(=O)n1C2 (stereo partly specified)	i	i
63	Cc1ccc(-c2nc3cc(NC(=O)C(C)C)ccc3o2)cc1C	i	i
64	CCOC(=O)c1cnc2c(cnn2C)c1NCCCN(C)C	i	i
65	COC(=O)c1cc(S(=O)(=O)N2CCC(c3ccccc3)C2)c[nH]1 (stereo unspecified)	i	i
66	COc1ccc([N+](=O)[O-])cc1NC(=O)C(C)OC(=O)CSC(C)C(=O)Nc1cc(C)on1 (stereo unspecified)	i	i
67	Cn1cc(CNCCCn2ncc3ccccc32)c(-c2ccccc2F)n1	i	i
68	O=C(CCCSc1nc2ccccc2s1)NCc1ccc2c(c1)OCO2	i	i
69	COc1cc(/C=C/C(=O)c2c(O)ccc3c(C)cc(=O)oc23)ccc1O	i	i
70	COC(=O)Nc1ncc(CN2CCCCC2)s1	i	i
71	COc1ccccc1/C=N/NC(=O)CSc1cc(C)nc2ccccc12	i	i
72	COc1ccc(-c2nnn(CC(=O)N3CCN(c4ccccc4OC)CC3)n2)cc1OC	i	i
73	Cc1cccc(CC2CC(=O)N(c3nc4ccccc4s3)C2=O)c1 (stereo unspecified)	i	i
74	CCOC(=O)c1c(NC(=O)COc2ncnc3ccccc23)sc(C)c1CC	i	i
75	C#CCOC(=O)c1ccccc1C(=O)O	i	i
76	COc1cc(NC(=O)c2noc(C)c2[N+](=O)[O-])c(OC)cc1Cl	i	i
77	CCCN(CCC)CC(O)CN1C(=O)NC(C)(C)C1=O (stereo unspecified)	i	i
78	CCN1CNC(=S)N(c2cc(C)ccc2C)C1	i	i
79	COc1cc(C(=O)NCc2nnc(SCC(=O)NC3CCCCC3)o2)cc(OC)c1OC	i	i
80	COc1cccc(Cn2cc(C(=O)NCCN(C)C)nn2)c1	i	i
81	CCOc1ccc(N(C)S(=O)(=O)c2ccc3[nH]cc(C(=O)NCCCOC)c(=O)c3c2)cc1	i	i
82	CCOc1ccccc1/C=N/NC(=O)Cc1csc(Nc2cccc(C(F)(F)F)c2)n1	i	i
83	O=C(CCCN1C(=O)c2cccc3cccc(c23)C1=O)N1CCN(c2ccccc2O)CC1	i	i
84	COCCCNC(=O)Cn1c(=O)n(CC(=O)NCCc2ccc(OC)c(OC)c2)c(=O)c2sccc21	i	i
85	O=S(=O)(Nc1ccccc1)c1ccc(F)cc1	i	i
86	O=Cc1cn(-c2ccc(F)cc2)c2ccccc12	i	i
87	COc1cc(OC)c2c(=O)cc(-c3ccccc3)oc2c1	i	i
88	CCCCCOC(=O)c1[nH]c2c(c1C)C(=O)C(C(=O)OC)C(C)C2 (stereo unspecified)	i	i
89	CCS(=O)(=O)c1ccc(N)cc1	i	i
90	COC(=O)c1c(NC(=O)c2ccc(C)cc2)csc1C	i	i

# Carrying on:
no.	mol	KCNQ2 block	CHT block
91	CC1=C(C(=O)N2CCN(c3cc(C)ccc3C)CC2)C2(CCCCC2)OC1=O	i	i
92	COCCNc1nnc(SCC(=O)Nc2cc(-c3ccccc3)nn2-c2ccccc2)s1	i	i
93	O=C(CSc1nnc(NC2CCCCC2)s1)Nc1ccc2c(c1)C(=O)c1ccccc1C2=O	i	i
94	N#CCSc1nnc(-c2cccnc2)n1-c1ccccc1	i	i
95	O=C(N/N=C/c1cc2c(cc1[N+](=O)[O-])OCO2)c1ccc2c(c1)OCO2	i	i
96	O=C(c1cccc(Cl)c1)N1CCN(Cc2ccc3c(c2)OCO3)CC1	i	i
97	C=CCS/C(N)=N\N=C\c1cc(Br)cc([N+](=O)[O-])c1O	i	i
98	COc1ccc(CCNC(=O)c2c(O)c3cccc4c3n(c2=O)CC4)cc1	i	i
99	Cc1ccccc1Cn1c(-c2cncs2)nc2ccccc21	i	i
100	Cc1ccc(N2C(=O)CC(Cc3cc(C)cc(C)c3)C2=O)cc1 (stereo unspecified)	i	i
101	COc1ccc(CN2CCN(Cc3c[nH]c4ccccc34)CC2CCO)c(F)c1 (stereo unspecified)	i	i
102	O=C(Oc1ccc2ccc(OC(=O)N3CCCCCC3)cc2c1)N1CCCCCC1	i	i
103	CC(=O)Nc1ccc(S(=O)(=O)NNC(=O)c2ccc3c(c2)OCO3)cc1	i	i
104	O=C(COc1ccc(Cl)cc1Cl)NCCCn1ccnc1	i	i
105	CCc1cccc(C)c1N(C(=O)Cn1c(CO)nc2ccccc21)C(C)COC (stereo unspecified)	i	i
106	COc1cc2c(cc1OC)CN(C(=O)/C=C/c1cccc([N+](=O)[O-])c1)CC2	i	i
107	COc1cc(OC)nc(NC(=O)NS(=O)(=O)c2ccc(F)cc2)n1	i	i
108	COc1cccc(-c2nc3ccc(O)cc3c(=O)o2)c1	i	i
109	CN(C(=O)Nc1ccc(S(=O)(=O)N(C)C)cc1)C1CCCCC1	i	i
110	CC(C)=NNc1nc(-c2ccccc2)c(C)s1	i	i

# Gathered by group, the compounds so far with bromine
no.	mol	KCNQ2 block	CHT block
23	C/C(=N/OC(=O)c1ccc(C)cc1)C(=O)c1ccc(Br)cc1	i	i
40	Cc1cc(C(=O)COC(=O)c2ccc(Br)o2)c(C)n1Cc1ccco1	i	i
97	C=CCS/C(N)=N\N=C\c1cc(Br)cc([N+](=O)[O-])c1O	i	i

# Remaining list, next part:
no.	mol	KCNQ2 block	CHT block
111	Cc1ccc(C(=O)ONC(=O)c2ccc(Cl)cc2)cc1[N+](=O)[O-]	i	i
112	CC(C)CC(O)C1CCN(C(=O)CCc2nnc(-c3ccc4c(c3)OCO4)o2)CC1 (stereo unspecified)	i	i
113	O=S(=O)(Nc1ccc(Cc2ccncc2)cc1)c1ccc(Br)s1	i	i
114	CCCCCCCCN1[C@@H](CC(=O)O)c2cc(C(F)(F)F)ccc2S1(=O)=O	i	i
115	COc1ccc(C(=O)O/N=C(\N)c2ccccn2)cc1[N+](=O)[O-]	i	i
116	COc1ccc(NC(C)=O)cc1NC(=O)c1ccc(C#N)cc1	i	i
117	Cc1cc(CN2CCCC(CNC(=O)c3ccc(F)cc3)C2)cc(C)c1O (stereo unspecified)	i	i
118	N#CC(C(=O)NC1CC1)c1nc2ccccc2nc1N1CCCC1 (stereo unspecified)	i	i
119	CCCCCC(=O)Nc1ccc(S(=O)(=O)Nc2nccnc2OC)cc1	i	i
120	COc1cc2c(cc1OC)-c1cc(N3CCc4ccccc43)nc(=O)n1CC2	i	i
121	CCOc1cc(N2CCOCC2)c(OCC)cc1NC(=O)Cc1ccccc1OC	i	i
122	O=C(Nc1ccccc1C(=O)O)c1cc(S(=O)(=O)N2CCOCC2)cs1	i	i
123	CCCCN(CCCC)c1ccc(C(=O)c2ccccc2C(=O)O)c(O)c1	i	i
124	CCc1nnc(NC(=O)CN2CC(C)OC(C)C2)s1 (stereo unspecified)	i	i
125	COc1cccc(C(c2nnnn2Cc2ccco2)N2CCN(Cc3ccccc3)CC2)c1OC (stereo unspecified)	i	i
126	O=C(Nc1cc(Sc2ccccn2)cc([N+](=O)[O-])c1)c1cccc(Cl)c1	i	i

# Screening results as filed in PubChem.
